TSHR antag: Antagonists of the Thyroid Stimulating Hormone Receptor: HTS campaign; AID 504810, 2011; actives 0.2% (n = 330,000); Thyrotropin receptor (Homo sapiens), P16473; activity change, negative = inhibition, % at 11.5 µM; TSHR-expressing cells, TSH-stimulated cAMP HTRF, 2 h; hits give low values;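 active means activity change below a set negative limit, meaning inhibition stronger than a set level, cut at about -70% in these data; inconclusive means activity change between two set negative limits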; further: on the % scale 0 is the no-effect control and ±100 the full control effect
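Freshly harvested TSHR cells receive pin-tooled compound, then EC80 TSH at 4nM final. After 2 hours at 37 deg C, antibody in lysis buffer and cAMP-d2 are added; 30 minutes at ambient temperature precede the HTRF read.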
USP2a block: qHTS Assay for Inhibitors of Ubiquitin-specific Protease USP2a Using CHOP2 as the Reporter. Ubiquitin carboxyl-terminal hydrolase 2 (Homo sapiens), O75604. USP2 core, Ub-CHOP2 coupled fluorogenic reporter, 485/531. Potency, µM (highest dose often 38.3 µM), without a hit: at the highest dose activity change, negative = inhibition, hits mostly inhibitors. actives 0.01% (n = 330,000);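 further: potency means the concentration at half of the fitted maximal effect; plate controls were DMSO wells for no effect and full inhibition by NEM control for full effect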
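Deubiquitinase activity read as fluorescence (485/531 nm) after Ub-CHOP2 cleavage activates the enterokinase reporter on its substrate; USP2 core 10nM, Ub-CHOP2 and substrate 25nM each, 30min compound preincubation then 60min RT; data normalized to NEM, curves fitted.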
ELG1 DNA repair: qHTS screen for small molecules that inhibit ELG1-dependent DNA repair in human embryonic kidney (HEK293T) cells expressing luciferase-tagged ELG1; HEK293T ELG1-luciferase reporter, luminescence, 16 h; DNA damage induced by 5-fluorouridine; Potency, µM (highest dose often 46.1 µM), for inactives: at the highest dose activity change, negative = inhibition, usual class: inhibitors; actives 2.3% (n = 330,000); AID 504467, 2011; further: potency means the concentration at half of the fitted maximal effect; on the % scale 0 is the no-effect control and ±100 the full control effect; nearly all actives have a fitted effect of over 55% in size
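Reporter activity after DNA damage by 5-fluorouridine is monitored. Compound-treated cells incubate 16 hr at 37 °C, then ONE-Glo is added for 30 min before luminescence reading.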
Eya2 inh: qHTS Assay for Inhibitors of the Phosphatase Activity of Eya2. Protein phosphatase EYA2 (Homo sapiens), O00167. recombinant Eya2, OMFP fluorescence dephosphorylation (OMFP is methylfluorescein phosphate). actives 0.006% (n = 330,000). Potency, µM (series often up to 76.9 µM), for the others: at the top dose activity, negative = inhibition, actives largely listed as inhibitors; further: potency means the concentration at half of the fitted maximal effect; on the % scale 0 is the no-effect control and ±100 the full control effect
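Eya2 (0.2 uM) preincubated 10 min at ambient with compound, then OMFP substrate added at 50 uM; 10 min reaction in 50 mM HEPES pH 7.5, 50 mM NaCl, 5 uM MgCl2, 0.05% BSA, 1 mM DTT. Fluorescence read at Ex 485/Em 525 nm.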
TCR act: Activators of T cell receptors: qHTS campaign; primary human leukocytes, anti-CD3, IL-2 HTRF, 48 h; 330,000 tested, under 10 active; Potency, µM (highest dose often 9.22 µM), without a hit: at the highest dose activation of IL-2 secretion, most hits filed as activators; further: % of control where 0% means no effect
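Readout: HTRF IL-2, Eu-cryptate/d2 antibody pair, 320nm excitation, 665nm emission. Stimulus: a-CD3 beads, no co-stimulation. Cells: primary human leukocytes. Exposure: 48 hr with compound.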
KCNH2 3.1 block: qHTS for Inhibitors of KCHN2 3.1: Mutant qHTS. Potassium voltage-gated channel subfamily H member 2, brain isoform KCNH2 3.1 (human). U2OS KCNH2 3.1, thallium flux FluxOr; hits give low values. activity change, % (tested at about 1.8 µM). actives 0.95% (n = 340,000). AID 720553, 2013;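 active means maximum activity change below -70%; inconclusive means maximum activity change from -70% to -50%; inactive means maximum activity change above -50%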;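 further: thallium influx rate constant from kinetic fluorescence after stimulation buffer; on the % scale 0 is the no-effect control and ±100 the full control effect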
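Normalized rate constant (relative to positive and negative DMSO controls) derived from a 2 min kinetic fluorescence read after stimulation; U2OS cells expressing the 3.1 isoform via virus at 1.77 x 10^8 /mL.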
TRPV1 ag: HTS Assay for Compounds that Act as Agonists of the Vanilloid Receptor 1; Transient receptor potential cation channel subfamily V member 1 (Homo sapiens), Q8NER1; activation, % at 8.33 µM; TRPV1-expressing cells, Fluo-8 calcium influx, agonist mode; actives 0.19% (n = 320,000); in the data active means activation above about 80%; inconclusive means between about 30% and that limit; further: 0% is about no effect
Target sequence (Q8NER1 whole entry, looked up): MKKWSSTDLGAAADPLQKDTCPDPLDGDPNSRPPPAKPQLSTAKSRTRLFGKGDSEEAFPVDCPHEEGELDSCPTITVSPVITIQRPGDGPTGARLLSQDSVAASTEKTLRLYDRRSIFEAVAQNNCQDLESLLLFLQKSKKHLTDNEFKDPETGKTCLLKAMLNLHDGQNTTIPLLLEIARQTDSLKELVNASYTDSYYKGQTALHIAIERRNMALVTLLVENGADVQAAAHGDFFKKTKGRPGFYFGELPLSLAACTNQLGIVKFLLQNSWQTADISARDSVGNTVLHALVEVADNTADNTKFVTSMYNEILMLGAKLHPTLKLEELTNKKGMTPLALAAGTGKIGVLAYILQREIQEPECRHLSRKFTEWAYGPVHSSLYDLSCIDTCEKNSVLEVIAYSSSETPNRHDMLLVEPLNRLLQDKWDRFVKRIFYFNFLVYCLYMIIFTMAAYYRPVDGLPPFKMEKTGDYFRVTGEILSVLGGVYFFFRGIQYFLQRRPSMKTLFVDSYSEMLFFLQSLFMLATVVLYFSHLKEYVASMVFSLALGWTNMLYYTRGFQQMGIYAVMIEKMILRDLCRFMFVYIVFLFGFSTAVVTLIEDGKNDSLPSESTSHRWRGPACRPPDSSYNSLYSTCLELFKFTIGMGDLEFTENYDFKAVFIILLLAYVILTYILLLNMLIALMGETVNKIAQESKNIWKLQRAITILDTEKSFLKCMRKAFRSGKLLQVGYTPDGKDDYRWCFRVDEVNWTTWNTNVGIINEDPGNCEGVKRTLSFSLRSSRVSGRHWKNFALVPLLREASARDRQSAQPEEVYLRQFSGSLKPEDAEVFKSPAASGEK
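TRPV1-expressing cells were cultured overnight at 35.5C and loaded with Fluo-8 calcium dye for 40 to 90 min at room temperature. After a 10 s baseline, compound was added and calcium influx was read kinetically for 3 min (ex 480/em 520 nm).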
Mito fusion yeast: qHTS Assay for Small Molecule Inhibitors of Mitochondrial Division or Activators of Mitochondrial Fusion. Potency, µM (top dose mostly 46.1 µM), for the others: top-dose growth rescue (activation), most hits filed as activators. actives 0.23% (n = 320,000). S. cerevisiae fusion-defective mutant growth rescue, CellTiterGlo 48 h;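 further: potency means the concentration at half of the fitted maximal effect; % of control where 0% means no effect; nearly all actives have a fitted effect of over 45% in size; temperature-sensitive fusion mutants such as fzo1-1 at 37 °C on non-fermentable ethanol glycerol medium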
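Yeast fusion mutant, YPEG (non-fermentable carbon), compound, 48 h at 37C non-permissive; CellTiterGlo added, 10 min RT, luminescence read. Rescued growth = division inhibition.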
KCNH2 WT inh: qHTS for Inhibitors of KCHN2 3.1: Wildtype qHTS | activity change, % at 1.84 µM | actives 0.37% (n = 340,000) | U2OS, BacMam KCNH2, thallium flux FluxOr; hits give low values | AID 720551, 2013 | Voltage-gated inwardly rectifying potassium channel KCNH2 (Homo sapiens), Q12809;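 active means maximum activity change below -70%; inconclusive means maximum activity change between -70% and -50%; inactive means maximum activity change above -50%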; further: on the % scale 0 is the no-effect control and ±100 the full control effect
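U2OS cells were transduced with wild-type KCNH2 virus (2.03 x 10^8 / mL) for 4 h at room temperature, then cultured overnight at 37 C. Thallium flux was read with FluxOr dye. Rate constants were normalized to DMSO controls.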
AT treatment: qHTS Assay for Identifying a Potential Treatment of Ataxia-Telangiectasia. […] A-T fibroblasts, KAP-1 phosphorylation AlphaLISA; neocarzinostatin DNA damage 30 min before lysis. actives 0.19% (n = 320,000). Potency, µM (highest dose often 57.5 µM), for the others: at the highest dose activation, hits mostly activators; further: potency means the concentration at half of the fitted maximal effect; % of control where 0% means no effect; nearly all actives have a fitted effect of over 45% in size
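ATM-like activity read as KAP-1 phosphorylation via AlphaLISA donor/acceptor antibody pairs after lysis and 6 hr at 25C. Cells were ATM-null patient fibroblasts ([…], hTERT), dosed 60 min, then exposed to the DSB inducer NCS for 30 min.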
Starred values were filed as active, the others as inactive; ? = inconclusive; nt = no result given; [ ] = dose if it differs, or a comment. Unless noted, the call rests on the fitted dose curve; in most records, active means well fitted curve in the direction sought with a large enough effect; inconclusive means small, poorly fitted or top-dose-only effect, or another doubt; inactive means no such curve, though single readings can be large; an effect the other way counts as inactive or inconclusive.

Fields: TSHR antag | USP2a block | ELG1 DNA repair | Eya2 inh | TCR act | KCNH2 3.1 block | TRPV1 ag | Mito fusion yeast | KCNH2 WT inh | AT treatment
- COCCn1ccc2c(OCC(=O)NCc3ccccc3)cccc2c1=O
    4 | -1% | 3% | -1% | -5% | 6 | 1 | 0% | 1 | 3%
- CCCCCOc1ccc(C(=O)NCC2(c3ccccc3)CCOCC2)cc1
    -9 | 3% | 33% | -13% | nt | 2 | 1 | 16% | -25 | 13%
- CCc1ccccc1NS(=O)(=O)c1ccc2[nH]cc(C(=O)NCc3ccco3)c(=O)c2c1
    6 | -4% | 7% | 10% | 2% | -26 | -3 | 3% | 19 | -2%
- Cc1ccc(S(=O)(=O)N2C[C@@H]3[C@H]4CC[C@H](C4)[C@@H]3[C@@H](C)[C@@H]2c2cn(Cc3ccccc3)c3ccc(F)cc23)cc1
    4 | 2% | -5% | 2% | 1%[46.1 µM] | 1 | nt | nt | -2 | -2%[11.5 µM]
- CCOc1ccc(S(=O)(=O)NCc2ccncc2)cc1NC(=O)c1ccccc1
    -11 | 1% | 4.1µM* | 8% | -1% | 2 | 4 | -4% | 10 | 9%
- CCSC1=C(C#N)C(c2cccc(Br)c2)CC(=O)N1 (stereo not drawn)
    -34 | 1% | ? | -3% | 5% | 7 | 1 | 10% | -11 | -4%
- Cc1cc2ccccc2n1CCNC(=O)C1CCCC1
    6 | 1% | -1% | 5% | 4% | 4 | ? | -1% | -17 | -2%
- Oc1ccc(-c2cn3cc(C(F)(F)F)ccc3n2)cc1
    3 | 0% | ? | 0% | 2%[46.1 µM] | -1 | ? | 1% | 15 | nt
- COc1cccc(=O)c2c(C)n(C)c(C)c12
    -4 | 2% | -13% | -27% | nt | 20 | 1 | -7% | 0 | 2%
- COC(=O)c1cc(OC)c(OC)cc1N=CC1=C(O)CC(C)(C)CC1=O
    -4 | -2% | -5% | 10% | -5% | 2 | -1 | -1% | 0 | 7%
- CC(C)(C)CNC(=O)[C@]1(C)CCC[C@@]2(C)C3CC[C@@]4(C)C[C@]3(CCC21)CC4=O (stereo partly drawn)
    -3 | 0% | -14% | 5% | -4% | nt | 20 | 2% | nt | 9%
- COc1cc(OC)c(NS(=O)(=O)c2c(C)[nH]c(=O)[nH]c2=O)cc1Cl
    1 | 2% | -11% | -28% | 9% | 17 | 0 | 5% | ? | -9%
- CCn1cc(C(=O)O)c(=O)c2cc(F)c(N3CCN(C(=S)NC(=O)c4ccccc4)CC3)cc21
    -10 | -1% | 7% | -1% | -2% | -6 | 0 | 1% | 1 | 0%
- CN(C(=O)COC(=O)c1ccc(F)c(S(=O)(=O)N2CCOCC2)c1)C1CCS(=O)(=O)C1 (stereo not drawn)
    1 | 0% | 17% | 1% | -3% | 1 | 7 | -5% | -13 | 0%
- CC12CCC(C(=O)N3CCCc4ccccc43)(OC1=O)C2(C)C (stereo not drawn)
    0 | 4% | -2% | 7% | -7%[46.1 µM] | -12 | 8 | 1% | -5 | 4%
- O=C(COC(=O)c1ncc(Cl)c(Cl)c1Cl)Nc1ccc(Cl)cn1
    nt | 0% | 11% | 15% | -6% | 1 | 6 | -4% | 4 | -5%
- Cc1ccc(-n2ncc3c(SCc4ccccc4)ncnc32)cc1
    -4 | 7% | ? | 2% | 3%[46.1 µM] | 2 | -2 | 0% | 4 | 15%
- O=C(Nc1ccccc1)N1CCC(C(=O)N2CCCC(C(F)(F)F)C2)CC1 (stereo not drawn)
    -5 | 1% | 0% | -9% | 9% | 1 | -2 | 3% | 3 | -1%
- CC(=O)Nc1ccc(S(=O)(=O)NCC2CCC(C(=O)NCCCN(C)Cc3ccccc3)CC2)cc1 (stereo not drawn)
    13 | 1% | 3% | -1% | 1% | 23 | 3 | 10% | 6 | 3%
- CN(CC(=O)Nc1ccc(F)c(F)c1F)C(=O)c1nn(Cc2ccccc2)c(=O)c2ccccc12
    -1 | 3% | 0% | 7% | nt | -27 | nt | nt | 5 | 3%

Quoted at random: two compounds from above
Fields: TSHR antag | USP2a block | ELG1 DNA repair | Eya2 inh | TCR act | KCNH2 3.1 block | TRPV1 ag | Mito fusion yeast | KCNH2 WT inh | AT treatment
- Cc1ccc(S(=O)(=O)N2C[C@@H]3[C@H]4CC[C@H](C4)[C@@H]3[C@@H](C)[C@@H]2c2cn(Cc3ccccc3)c3ccc(F)cc23)cc1
    4 | 2% | -5% | 2% | 1%[46.1 µM] | 1 | nt | nt | -2 | -2%[11.5 µM]
- COc1cc(OC)c(NS(=O)(=O)c2c(C)[nH]c(=O)[nH]c2=O)cc1Cl
    1 | 2% | -11% | -28% | 9% | 17 | 0 | 5% | ? | -9%

The listing picks up with the three entries that preceded the break.
Fields: TSHR antag | USP2a block | ELG1 DNA repair | Eya2 inh | TCR act | KCNH2 3.1 block | TRPV1 ag | Mito fusion yeast | KCNH2 WT inh | AT treatment
- O=C(Nc1ccccc1)N1CCC(C(=O)N2CCCC(C(F)(F)F)C2)CC1 (stereo not drawn)
    -5 | 1% | 0% | -9% | 9% | 1 | -2 | 3% | 3 | -1%
- CC(=O)Nc1ccc(S(=O)(=O)NCC2CCC(C(=O)NCCCN(C)Cc3ccccc3)CC2)cc1 (stereo not drawn)
    13 | 1% | 3% | -1% | 1% | 23 | 3 | 10% | 6 | 3%
- CN(CC(=O)Nc1ccc(F)c(F)c1F)C(=O)c1nn(Cc2ccccc2)c(=O)c2ccccc12
    -1 | 3% | 0% | 7% | nt | -27 | nt | nt | 5 | 3%
- CC(C)Nc1nnc(SC(C)C(=O)Nc2ccc(Cl)cn2)s1 (stereo not drawn)
    -9 | 1% | -14% | -12% | -3% | 7 | 1 | -3% | 1 | 5%
- CCOC(=O)CNC(=O)c1c(C)nn(-c2ccccc2)c1Cl
    -6 | 3% | 26% | 12% | 13% | 19 | -10 | -4% | 2 | 0%
- O=C(N/N=C/c1ccccn1)c1cc(C2CC2)nc2ccccc12
    0 | 1% | -3% | -17% | 0% | -2 | -1 | -2% | -7 | 0%
- COc1ccc(CNn2c(-c3cccc(C)c3)nc3ccccc3c2=O)cc1OC
    -8 | 4% | 15µM* | 13% | 3% | 4 | 26 | 13% | -1 | -2%
- COc1ccc(CN(Cc2ccc(C(=O)O)cc2)C(=S)Nc2ccc(C)cc2)cc1OC
    7 | -2% | 3% | 17% | 6% | 5 | -2 | -2% | -10 | 8%
- CCOc1cc(C2C(C(=O)N3CCCCC3)=C(C)NC3=C2C(=O)CCC3)cc(Br)c1O (stereo not drawn)
    15 | 0% | ? | 5% | 1% | 4 | 0 | -4% | -21 | -4%
- Cc1ccc(-c2nc(C3CCN(S(=O)(=O)c4ccc(C(F)(F)F)cc4)CC3)no2)cc1
    35 | 1% | ? | 7% | 2% | -14 | -6 | -5% | 6 | nt
- Nc1[nH]c(=O)[nH]c(=O)c1N=Nc1cccc(Cl)c1
    10 | -3% | 14% | -14% | 0% | 29 | -4 | 10% | 2 | 3%
- O=C(Nc1cccnc1)c1ccc([N+](=O)[O-])cc1Cl
    24 | 7% | 11% | 2% | -6% | 22 | 19 | 27% | 0 | -4%
- Cc1ccccc1S(=O)(=O)N1[C@@H](c2cccc(Cl)c2)C(C(=O)O)=CC[C@H]1c1ccc(Cl)cc1
    -20 | -14% | ? | 8% | 4% | 10 | -4 | 0% | -6 | 9%
- O=C(Cn1c(C(F)(F)F)nc2ccccc21)NCCN1CCCC1
    4 | 0% | 11% | -27% | nt | -5 | 0 | -4% | -1 | 1%
- COc1ccc(OC)c(NC(=O)COC(=O)CCc2ccc(S(=O)(=O)N3CCOCC3)cc2)c1
    -23 | 2% | 5% | 3% | 4% | -8 | nt | nt | 21 | 4%
- Cc1cc(C(=O)CN2C(=O)c3cccc(N)c3C2=O)c(C)n1Cc1cccs1
    9 | 1% | ? | 19% | 5% | 3 | 1 | 13% | 8 | 13%
- Cc1ccccc1NC(=O)COC(=O)CCc1ccccc1
    2 | 4% | 8% | -2% | 13% | 20 | 5 | 5% | 1 | -3%
- Cc1ccc(S(=O)(=O)NCCC(=O)N2CCOCC2)cc1C
    1 | -1% | -3% | -6% | -1% | 2 | 2 | 2% | 11 | 0%
- CC(CC(=O)NCc1ccccc1)C1CCCO1 (stereo not drawn)
    1 | 3% | ? | 12% | -6% | 0 | 0 | -3% | -19 | 1%

This is a subset; the hit share may differ from the screen's.
